Screening results as filed in PubChem BioAssay.
aGal spleen mod = qHTS Assay for Inhibitors and Activators of Human alpha-Galactosidase From Spleen Homogenate; Alpha-galactosidase A (Homo sapiens), P06280; human spleen homogenate, 4MU-alpha-Gal fluorescence, 40 min; Potency, µM (highest dose often 80 µM), for inactives: at the highest dose activity change, negative = inhibition, actives largely listed as inhibitors; actives 0.008% (n = 240,000);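 note: 0% = enzyme with vehicle and -100% = no enzyme basal signal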
Target sequence (P06280 32-429 limits assumed): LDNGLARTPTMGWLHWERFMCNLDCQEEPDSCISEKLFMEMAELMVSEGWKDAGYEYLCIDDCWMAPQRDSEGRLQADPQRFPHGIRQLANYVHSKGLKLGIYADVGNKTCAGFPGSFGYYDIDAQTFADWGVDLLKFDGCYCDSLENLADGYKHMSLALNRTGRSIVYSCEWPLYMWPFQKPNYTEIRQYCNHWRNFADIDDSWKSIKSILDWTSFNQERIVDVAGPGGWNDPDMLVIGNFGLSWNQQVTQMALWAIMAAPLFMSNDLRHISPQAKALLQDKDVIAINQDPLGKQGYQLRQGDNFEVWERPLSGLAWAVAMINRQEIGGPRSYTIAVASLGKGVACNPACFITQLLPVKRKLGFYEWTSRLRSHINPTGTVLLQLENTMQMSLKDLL
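qHTS titration in buffer at pH 5.0. Alpha-galactosidase activity in spleen homogenate was measured via 4-methylumbelliferone release from 1 mM fluorogenic substrate after 40 min at 37C and a pH 10 stop. AC50 came from Hill fits of control-normalized data.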
ALDH1A1 inh = qHTS Assay for Inhibitors of Aldehyde Dehydrogenase 1 (ALDH1A1); Aldehyde dehydrogenase 1A1 (Homo sapiens), P00352; Purified ALDH1A1, NADH fluorescence, propionaldehyde substrate; Potency, µM (titrated, usually from 75.3 µM), for the others: top-dose activity, negative = inhibition, actives largely listed as inhibitors; actives 7.3% (n = 220,000); AID 1030, 2008; active = well fitted inhibition curve with a large enough effect, not every such curve was filed as active; inconclusive = small, poorly fitted or top-dose-only effect, or another doubt; inactive = no such curve, though single readings can be large or run the other way;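 note: plate controls were no enzyme wells and a reference inhibitor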
GAA glycogen = qHTS Assay for Inhibitors and Activators of Human alpha-Glucosidase Cleavage of Glycogen | Lysosomal alpha-glucosidase (Homo sapiens), P10253 | recombinant GAA, glycogen substrate, Amplex Red glucose oxidase fluorescence | Potency, µM (highest dose often 76.4 µM), for inactives: at the top dose activity change, negative = inhibition, actives largely listed as inhibitors | actives 0.38% (n = 300,000);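 note: 0% = full enzyme reaction and -100% = no-enzyme basal signal; the screen sought inhibitors and activators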
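Recombinant human enzyme (4 nM); glycogen substrate; 37 C, 40 min, pH 5.0. Readout: coupled glucose oxidase/Amplex Red fluorescence.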
KDM4E inh = qHTS Assay for Inhibitors of Human Jumonji Domain Containing 2E (JMJD2E) | Lysine-specific demethylase 4E (Homo sapiens), B2RXH2 | JMJD2E catalytic domain, FDH-coupled NADH fluorescence (FDH is formaldehyde dehydrogenase) | Potency, µM (top dose mostly 57.1 µM), for inactives: top-dose activity change, negative = inhibition, most hits filed as inhibitors | actives 1.6% (n = 230,000); active = well fitted inhibition curve with a large enough effect, not every such curve was filed as active; inconclusive = small, poorly fitted or top-dose-only effect, or another doubt; inactive = no such curve, though single readings can be large or run the other way;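 note: 0% = wells with enzyme and -100% = buffer wells without enzyme; nearly all actives have a fitted effect of over 50% in size; many of its hits are not listed in these tables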
SMN2 splice enh = qHTS Assay for Enhancers of SMN2 Splice Variant Expression. HEK293 SMN2-luciferase splicing reporter, luminescence, 30-36 h. Potency, µM (titrated, usually from 46.1 µM), inactives show at the highest dose activity change, positive = activation, usual class: activators. actives 2.8% (n = 210,000). AID 1458, 2008; note: % of control where 0% means no effect; nearly all actives have a fitted effect of over 55% in size
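HEK293 cells carry an SMN2 […]–luciferase reporter in which exon 7 inclusion puts luciferase in frame. Cells were plated 10-12 h before compound addition, then incubated 30-36 h at 37C. ONE-Glo luminescence was read; sodium butyrate at 4.5 mM final served as control.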
GAA spleen mod = qHTS Assay for Inhibitors and Activators of Human alpha-Glucosidase From Spleen Homogenate; actives 0.006% (n = 240,000); Potency, µM (top dose mostly 79.9 µM), for the others: at the top dose activity change, negative = inhibition, most hits filed as inhibitors; human spleen homogenate, 4-MU-alpha-glucoside fluorescence; AID 2112, 2009; Lysosomal alpha-glucosidase (Homo sapiens), P10253;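 note: 0% = enzyme with vehicle and -100% = no enzyme basal signal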
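AC50 values come from Hill-equation fits of concentration-response data, normalized to no-enzyme and full-activity controls. Enzyme source: 1 ug human spleen homogenate; 1 mM fluorogenic 4-MU glucoside, pH 5.0 citrate buffer, 37 C, 40 min.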
GAA inhib = qHTS Assay for Inhibitors of Human alpha-Glucosidase as a Potential Chaperone Treatment of Pompe Disease; Potency, µM (highest dose often 76.9 µM), for inactives: at the highest dose activity change, negative = inhibition, most hits filed as inhibitors; actives 0.005% (n = 200,000); purified human GAA, 4-MU-alpha-glucoside fluorescence; Lysosomal alpha-glucosidase (Homo sapiens), P10253;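 note: plate controls were uninhibited enzyme wells for no effect and no-enzyme background for full effect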
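Activity normalized between no-enzyme (basal) and enzyme-only wells. Conditions: 4 nM human enzyme, 400 uM fluorogenic substrate, citrate/phosphate pH 5.0 with Tween-20, 20 min room temperature, compounds up to 77 uM.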
GoLoco inh red = qHTS Assay for Inhibitors of RGS12 GoLoco Motif Activity (Red Fluorophore). actives 0.44% (n = 230,000). Gai1:RGS12 GoLoco peptide FP, rhodamine, 10 min. Guanine nucleotide-binding protein G(i) subunit alpha-1 (Homo sapiens), P63096. AID 880, 2007. Potency, µM (highest dose often 61.6 µM), for inactives: at the highest dose activity, negative = inhibition, usual class: inhibitors; active = well fitted inhibition curve with a large enough effect, not every such curve was filed as active; inactive = no such curve, though single readings can be large or run the other way; note: % is set by controls: 0 for no effect and ±100 for the full control effect; nearly all actives have a fitted effect of over 30% in size; many of its hits are not listed in these tables
Target sequence (P63096 whole entry, looked up): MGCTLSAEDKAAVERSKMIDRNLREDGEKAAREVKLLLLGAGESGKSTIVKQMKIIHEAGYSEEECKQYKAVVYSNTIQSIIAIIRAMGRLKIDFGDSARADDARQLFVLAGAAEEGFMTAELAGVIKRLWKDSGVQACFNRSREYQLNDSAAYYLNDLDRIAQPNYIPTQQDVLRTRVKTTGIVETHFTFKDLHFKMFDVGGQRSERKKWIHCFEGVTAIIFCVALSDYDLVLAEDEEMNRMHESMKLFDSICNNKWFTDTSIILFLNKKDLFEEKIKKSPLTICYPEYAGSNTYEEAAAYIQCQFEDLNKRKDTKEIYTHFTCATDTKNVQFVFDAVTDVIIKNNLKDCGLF
Numbers without * were called inactive; ? = inconclusive; · = not tested or not shown; & = joins results of further samples; [ ] = another dose, or the depositor's remark. Unless noted, calls come from the whole dose curve; as a rule, active = well fitted curve in the direction sought with a large enough effect; inconclusive = small, poorly fitted or top-dose-only effect, or another doubt; inactive = no such curve, though single readings can be large; an effect the other way counts as inactive or inconclusive. Potency is the fitted concentration of half-maximal effect. A portion of the library; the hit share may differ from the screen's.

SMILES	aGal spleen mod	ALDH1A1 inh	GAA glycogen	KDM4E inh	SMN2 splice enh	GAA spleen mod	GAA inhib	GoLoco inh red
COc1ccc(C2CC(=O)C3=C(C2)Nc2ncnn2C3c2ccccc2C)c(OC)c1 (stereo unspecified)	13%	-5%	-3%	-18%	-9%	0%	?	5%
COc1cc(S(=O)(=O)Nc2cccc(C(=O)O)c2)c(OC)cc1Cl	-8%	9%	-6%	-4%	1%	-1%	-8%	9%
Cn1cnc2cc(NCc3cccs3)ccc21	-8%	-16%	?	?	28%	10%	2%	-6%
COc1ccc2c(c1)c(CC(=O)Nc1cccc(S(N)(=O)=O)c1)c(C)n2C(=O)c1ccc(Cl)cc1	-1%	·	5%	1%	·	-2%	·	0%
CCN(c1ccccc1)S(=O)(=O)c1ccc(Cl)c(NC(=O)Nc2ccc(Cl)cc2C#N)c1	-6%	1%	3%	-30%	-12%	-1%	-12%	10%
COc1ccc(OC)c(NC(=O)C2CCCN(S(=O)(=O)c3cccc4nonc34)C2)c1 (stereo unspecified)	-4%	4%	1%	0%	-10%	-4%	1%	-3%
Cc1cc2ccccc2n1CCNC(=O)Cc1ccccc1	-2%	7%	-4%	-12%	0%	-5%	5%	7%
Cc1cc(Oc2ccc(-c3ccccc3)cc2)nc(N2CCOCC2)n1	13%	-4%	-5%	-25%	-23%	2%	-9%	2%
Cc1ccnc(NC(c2ccsc2)c2ccc3ccc(C)nc3c2O)c1 (stereo unspecified)	0%	25µM*	-20%	?	-6%	1%	3%	-3%
CCC(C)NC(=O)c1ccccc1NC(=O)/C(=C/c1ccc(OC)cc1)c1ccccc1 (stereo unspecified)	-3%	?	-9%	-7%	-10%	1%	-6%	12%
Cc1cc(C)nc(SCC(=O)Nc2ccc(Br)cn2)n1	-4%	9%	1%	-2%	5%	-4%	?	13%
COc1ncc2ncc(=O)n(Cc3cccs3)c2n1	-3%	?	·	·	-4%	14%	·	32%[activator]
Cc1nc2nc(SCC(=O)NCCN3CCOCC3)nn2c(C)c1Cc1ccccc1	3%	-10%	3%	-8%	-22%	7%	-1%	-1%
O=C1ON=C(c2ccccc2)/C1=C/c1ccco1	-2%	?	?	-28%	12%	-7%	4%	40%[activator]
C/C=C(/C)C(=O)OC1c2c(ccc3ccc(=O)oc23)OC(C)(C)C1OC(C)=O (stereo unspecified)	-2%	?	-5%	?	-17%	-3%	?	7%
COC(=O)c1ccc(NC(=S)NCCc2ccc(OC)cc2)cc1	7%	-9%	-12%	0%	-19%	2%	8%	7%
Cc1nnc(SCC(=O)N2CCN(c3ccccc3)CC2)n1-c1ccccc1	9%	-11%	4%	?	-15%	1%	7%	-7%
COc1ccc(C)cc1N(C(=O)COc1ccccc1)c1nc2ccccc2s1	4%	3%	4%	0%	0%	1%	-32%	-14%
Cc1c(NC(=O)Nc2ccc3c(c2)OCO3)c(=O)n(-c2ccccc2)n1C	0%	9%	0%	-12%	10%	-7%	2%	3%
COc1ccccc1C(=O)c1cc2ccc(O)cc2oc1=O	-6%	1%	7%	-12%	9%	-5%	-3%	11%
CCN1CCC(NC(=O)Nc2cc(Cl)ccc2OC)CC1	-5%	?	-3%	5%	8%	-5%	?	6%
O=S(=O)(CCc1nc2ccccc2s1)c1ccc(Cl)cc1	6%	-1%	9%	-2%	-4%	-4%	2%	-3%
O=C(CN(Cc1ccccc1F)C(=O)Cn1nnc(-c2cccs2)n1)NC1CCCCC1	-3%	-7%	0%	11%	-12%	-4%	-14%	-4%
CC(=O)Nc1ccc(-c2csc(NC(=O)C3CCN(S(=O)(=O)c4cccs4)CC3)n2)cc1	9%	-8%	-3%	-5%	-76%[inhibitor]	-1%	5%	-7%
CCCCCCCCn1c(=O)c(C(=O)OCC)c(O)c2ccccc21	-8%	?	-4%	-13%	2%	-6%	-1%	9%
Cc1c(NC(=O)C2(c3ccccc3)CCCC2)c(=O)n(-c2ccccc2)n1C	6%	4%	11%	10%	-1%	11%	-6%	-5%
COc1cc(CC(=O)Nc2cccc(C(F)(F)F)c2)cc(OC)c1OC	-1%	9%	-11%	-19%	-53%[inhibitor]	-3%	-5%	11%
COc1ccc(C(=O)NC(=S)Nc2ccccc2[N+](=O)[O-])cc1OC	-7%	?	22%	-13%	-6%	-1%	2%	8%
Cc1ccc(NS(=O)(=O)c2ccc(C(=O)OCC(=O)NCC3CCCO3)cc2)cc1 (stereo unspecified)	3%	12%	2%	-6%	15%	-1%	-6%	6%
CSc1nc(NC2CCCC2)c([N+](=O)[O-])c(NC2CCCC2)n1	8%&6%	-9%	·	7%	·	-19%&0%	·	-1%
Cc1cccc2cc(CN(CC3CCCO3)C(=O)c3cccnc3)c3nnnn3c12 (stereo unspecified)	-10%	?	7%	7%	8%	7%	5%	7%
COc1ccccc1N1CC(C)C(=O)NC1=S (stereo unspecified)	-3%	18%	1%	9%	-2%	-6%	2%	-5%
CC(=O)Nc1ccc(S(=O)(=O)N(CCc2ccccc2)CC(=O)N/N=C/c2ccc(C(=O)O)cc2)cc1	-1%	?	8%	-4%	·	1%	?	8%
COc1cc2c(cc1OC)C(CC#N)=NC(C)(C)C2	-9%	2µM*	8%	59%[activator]	17%	-9%	1%	9%
O=C(Cc1ccccc1)c1ccc(Cl)cc1	3%	·	-1%	3%	·	-9%	·	4%
Cc1cccc(NC(=O)Nc2cnccn2)c1	1%	2%	6%	7%	12%	2%	?	4%
CCOCCCn1c(=S)[nH]c2cc(C(=O)NCCOC)ccc2c1=O	0%	?	1%	3%	-4%	-1%	-27%	8%
CCOc1ccc(N2C(=O)S/C(=C\c3cc(OC)c(OC)c(OC)c3)C2=O)cc1	-1%	·	5%	6%	·	1%	·	0%
CN1CCN(c2ncnc3ccc(-c4ccoc4)cc23)CC1	2%	?	·	·	·	13%	·	6%
CCCc1nnc(NC(=O)c2c(O)c3c([nH]c2=O)CCCC3)s1	-12%	9%	3%	-8%	11%	-9%	-8%	2%
COc1ccc(NCc2nc3ccccc3n2CCOc2ccc(C)cc2)cc1	-5%	-12%	?	-9%	-23%&-72%	3%	-10%	-1%
Cc1ccc(C2CC(c3cccs3)n3nc(N)nc3N2)cc1 (stereo unspecified)	6%	5%	3%	-10%	-11%	3%	?	3%
Cc1ccc(N2CCN(C(=O)N3CCCC3)CC2)cc1Cl	7%	?	-1%	10%	-21%	-13%	-13%	5%
Cc1cc(C)n(CC(=O)Nc2cccc(C(F)(F)F)c2)n1	0%	4%	-10%	2%	-2%	6%	3%	12%
C/C=C/C=[N+](\[O-])C(C)/C(=N/O)c1ccc(F)cc1 (stereo unspecified)	1%	-2%	0%	1%	-10%	2%	1%	-2%
Oc1ccccc1-c1cc(C(F)(F)C(F)F)nc(-c2ccccc2)n1	2%	3%	-9%	1%	-10%	-7%	-2%	3%
Cc1ccc(N(CC(=O)N2CCOCC2)S(=O)(=O)c2ccccc2)cc1	3%	-2%	-4%	1%	4%	-7%	-2%	-2%
O=C(C1=C(O)C(=O)N(CCOCCO)C1c1cccc([N+](=O)[O-])c1)c1cccs1 (stereo unspecified)	3%	·	3%	8%	·	-3%	·	-10%
CCN=C1S/C(=C\c2sccc2C)C(=O)N1CC	-4%	?	-5%	0%	24%	-6%	-5%	-3%

Ordered by SMILES length (ascending): some entries from above
SMILES	aGal spleen mod	ALDH1A1 inh	GAA glycogen	KDM4E inh	SMN2 splice enh	GAA spleen mod	GAA inhib	GoLoco inh red
Cn1cnc2cc(NCc3cccs3)ccc21	-8%	-16%	?	?	28%	10%	2%	-6%
COc1ccccc1N1CC(C)C(=O)NC1=S (stereo unspecified)	-3%	18%	1%	9%	-2%	-6%	2%	-5%
COc1cc2c(cc1OC)C(CC#N)=NC(C)(C)C2	-9%	2µM*	8%	59%[activator]	17%	-9%	1%	9%
O=S(=O)(CCc1nc2ccccc2s1)c1ccc(Cl)cc1	6%	-1%	9%	-2%	-4%	-4%	2%	-3%
CCCc1nnc(NC(=O)c2c(O)c3c([nH]c2=O)CCCC3)s1	-12%	9%	3%	-8%	11%	-9%	-8%	2%
COc1ccc(C)cc1N(C(=O)COc1ccccc1)c1nc2ccccc2s1	4%	3%	4%	0%	0%	1%	-32%	-14%
Cc1c(NC(=O)Nc2ccc3c(c2)OCO3)c(=O)n(-c2ccccc2)n1C	0%	9%	0%	-12%	10%	-7%	2%	3%
CCOc1ccc(N2C(=O)S/C(=C\c3cc(OC)c(OC)c(OC)c3)C2=O)cc1	-1%	·	5%	6%	·	1%	·	0%
COc1ccc(OC)c(NC(=O)C2CCCN(S(=O)(=O)c3cccc4nonc34)C2)c1 (stereo unspecified)	-4%	4%	1%	0%	-10%	-4%	1%	-3%
CCN(c1ccccc1)S(=O)(=O)c1ccc(Cl)c(NC(=O)Nc2ccc(Cl)cc2C#N)c1	-6%	1%	3%	-30%	-12%	-1%	-12%	10%
CC(=O)Nc1ccc(-c2csc(NC(=O)C3CCN(S(=O)(=O)c4cccs4)CC3)n2)cc1	9%	-8%	-3%	-5%	-76%[inhibitor]	-1%	5%	-7%
CC(=O)Nc1ccc(S(=O)(=O)N(CCc2ccccc2)CC(=O)N/N=C/c2ccc(C(=O)O)cc2)cc1	-1%	?	8%	-4%	·	1%	?	8%
